MLLE-PAM2 inh – blocks PAM2 peptide binding to the PABP1 MLLE domain. GST-MLLE / FITC-PAM2 fluorescence polarization. inhibition, % at 20 µM. 360,000 compounds, 0.36% hits. AID 588489; in the data active = inhibition above about 35%, passing the limit was not always enough;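 note: plate controls were DMSO wells with GST-MLLE for no effect and wells lacking GST-MLLE protein for full effect; some results filed as inactive read as strong as hits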
STEP inh – blocks human striatal-enriched tyrosine phosphatase | P54829 | recombinant STEP, OMFP fluorogenic substrate, fluorescence | inhibition, % at 20 µM | 360,000 compounds, 0.25% hits | AID 588621;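 active = inhibition at 20 µM, scaled per plate between control wells, above about 37%, limit read from the data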;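 note: 0% = DMSO with enzyme and substrate and 100% = substrate only without enzyme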
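material = STEP tyrosine phosphatase | reagent = fluorogenic phosphatase substrate OMFP at 25 µM final | doses = single compound dose of 20 µM, 1% DMSO final | schedule = 20 min reaction, room temperature, in the dark | measured by = fluorescence, 480/540 nm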
Tb MetRS inh – blocks T. brucei methionyl-tRNA synthetase activity | purified T. brucei MetRS, ATP depletion, Kinase-Glo luminescence | inhibition, % at 11.9 µM | 360,000 compounds, 0.4% hits;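 active = inhibition above a per-plate cutoff of the control wells' mean inhibition plus 3 SD, cut at about 5.5% in these data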;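 note: 0% = DMSO wells median and 100% = median of wells with control inhibitor compound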
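Material: T. brucei methionyl-tRNA synthetase, purified; reagent: substrates ATP, L-methionine and bulk Escherichia coli tRNA; dosing: 11.9 µM single point; timing: 15 min plus 2 h at 25 °C; detection: luminescence of leftover ATP; evaluation: % inhibition; control set: DMSO-only wells as low control; replicates: singlicate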
SUMO1-SIM PPI – modulators of human SUMO1-mediated protein-protein interactions | SUMO1 binding to a labelled peptide, TR-FRET, 1 h | inhibition, % at 20 µM | 360,000 compounds, 0.33% hits; in the data active = inhibition above about 37%
LMPTP block – blocks human LMPTP phosphatase; recombinant LMPTP-A, OMFP fluorogenic substrate, fluorescence intensity; inhibition, % at 20 µM; 360,000 compounds, 0.22% hits; AID 651560;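 active = compounds that cut the enzyme signal by at least half of the control window in the single-dose screen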;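 note: plate controls were DMSO wells with enzyme plus substrate for no effect and substrate without enzyme for full effect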
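Test system: LMPTP-A phosphatase enzyme. Amount: LMPTP-A at 0.625 nM final in the reaction. Reagent: OMFP substrate, 400 µM final. Times: 50 min at room temperature. Signal: endpoint fluorescence intensity from OMFP dephosphorylation. Read-out basis: % inhibition. Benchmarks: no-enzyme and uninhibited controls.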
DNMT1 block – DNMT1 (human) enzyme inhibition. DNMT1 molecular beacon, Hinp1I cleavage, fluorescence. inhibition (reported as % activation of signal), % at 10 µM. AID 588458. 360,000 compounds, 0.83% hits. P26358; in the data active = inhibition above about 50%
Target sequence (P26358 504-1616 limits assumed): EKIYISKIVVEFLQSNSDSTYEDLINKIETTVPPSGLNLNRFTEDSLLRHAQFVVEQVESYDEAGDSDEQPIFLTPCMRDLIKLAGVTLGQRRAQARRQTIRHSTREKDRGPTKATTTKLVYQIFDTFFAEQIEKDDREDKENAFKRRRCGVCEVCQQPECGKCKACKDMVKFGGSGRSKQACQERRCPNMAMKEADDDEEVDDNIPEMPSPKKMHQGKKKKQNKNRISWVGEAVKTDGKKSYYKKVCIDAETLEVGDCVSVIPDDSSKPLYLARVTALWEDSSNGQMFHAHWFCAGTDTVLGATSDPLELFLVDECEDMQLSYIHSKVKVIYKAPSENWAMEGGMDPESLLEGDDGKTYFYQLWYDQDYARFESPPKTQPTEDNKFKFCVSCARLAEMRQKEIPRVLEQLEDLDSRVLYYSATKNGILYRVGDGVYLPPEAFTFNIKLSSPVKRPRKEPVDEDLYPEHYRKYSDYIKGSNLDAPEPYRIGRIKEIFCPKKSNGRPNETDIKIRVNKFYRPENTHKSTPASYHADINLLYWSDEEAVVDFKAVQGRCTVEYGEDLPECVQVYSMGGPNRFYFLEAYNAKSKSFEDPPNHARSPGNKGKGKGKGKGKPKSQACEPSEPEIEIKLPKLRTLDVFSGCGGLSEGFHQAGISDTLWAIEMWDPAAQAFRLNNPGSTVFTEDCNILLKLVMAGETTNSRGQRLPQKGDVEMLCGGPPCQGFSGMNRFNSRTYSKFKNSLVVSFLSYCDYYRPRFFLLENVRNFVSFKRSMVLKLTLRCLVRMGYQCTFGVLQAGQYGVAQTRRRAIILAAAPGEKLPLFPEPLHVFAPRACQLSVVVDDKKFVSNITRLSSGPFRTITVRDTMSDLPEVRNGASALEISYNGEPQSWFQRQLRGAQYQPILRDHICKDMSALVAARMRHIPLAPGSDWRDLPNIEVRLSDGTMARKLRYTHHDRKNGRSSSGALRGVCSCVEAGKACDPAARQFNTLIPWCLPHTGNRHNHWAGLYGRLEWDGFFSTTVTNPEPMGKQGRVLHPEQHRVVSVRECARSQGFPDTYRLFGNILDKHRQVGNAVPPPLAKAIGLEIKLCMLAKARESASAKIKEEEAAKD
Scp1 inh – inhibitors of human Scp-1 phosphatase; 340,000 compounds, 0.88% hits; Recombinant Scp1, phosphopeptide, malachite green phosphate absorbance; AID 493091; inhibition, % at 20 µM; Q9GZU7;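 active = inhibition above about 50% at 20 µM, limit read from the data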;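 note: plate controls were DMSO wells with enzyme for no effect and wells lacking enzyme for full effect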
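Test system – truncated SCP-1 phosphatase (76-261aa) · Reagent – Phosphorylated 17-residue peptide substrate · Incubation – 45 min room-temperature reaction, 5 min colour, 30 min stabiliser · Detection – colorimetric phosphate reagent with accelerator and stabiliser, absorbance at 630 nm · Measure – % inhibition at 20 µM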
CSN deneddyl inh – CSN deneddylation inhibition | AID 651999 | 360,000 compounds, 0.38% hits | inhibition, % at 12.5 µM | Purified CSN, SCF-Nedd8-OG deneddylation, fluorescence polarization | Q92905;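 active = pattern-corrected inhibition above about 35%, with an unprinted fluorescence ratio check between 0.5 and 1.5, limit read from the data, passing the limit was not always enough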;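 note: 0% = enzyme with substrate and 100% = substrate without enzyme; some results filed as inactive read as strong as hits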
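Test system: Human Csn5 produced in HEK293T cells | Compound: 12.5 µM single point | Times: 90 min, room temperature | Signal: Fluorescence polarization readout | Read-out basis: % inhibition of substrate cleavage by Csn5 | Controls: no-enzyme wells high, enzyme-with-substrate wells low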
Rpn11 block – Rpn11 (human) deubiquitinase inhibition; human 26S proteasome, Ub4-pepOG fluorescence polarization; 20S core pre-blocked with epoxomicin; calls only at 20 µM; 360,000 compounds, 0.59% hits;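 active = inhibition at 20 µM, scaled to each plate's controls, above about 33%, limit read from the data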
NadD block – blocks S. aureus nicotinate mononucleotide adenylyltransferase; purified NadD enzyme, colorimetric absorbance read-out; inhibition, % at 20 µM; 360,000 compounds, 0.78% hits; in the data active = inhibition above about 26%; note: some compounds past the cut are filed as inactive
* marks the source's active call; other numbers are inactive results; i = inactive; x = no result given.

Every second line gives: MLLE-PAM2 inh	STEP inh	Tb MetRS inh	SUMO1-SIM PPI	LMPTP block	DNMT1 block	Scp1 inh	CSN deneddyl inh	Rpn11 block	NadD block
1	CC1Cc2ccccc2N1S(=O)(=O)c1cccc(C(=O)Nc2cccnc2)c1 (centres undefined)
    -3	0	-0.5	1	1.2	-4	-2	1	i	-7
2	Cc1ccc(C(=O)NC(C)CCc2ccccc2)cc1S(=O)(=O)N1CCOCC1 (centres undefined)
    2	4	-0.3	1	1.0	1	-5	1	i	-1
3	COc1ccc(CN2CCN(C(=O)C3CCN(S(=O)(=O)c4cccs4)CC3)CC2)c(OC)c1OC
    10	5	-1.0	0	-1.3	3	-1	1	i	-3
4	C#CCNC(=O)C1=C[C@@H](c2ccc(C(F)(F)F)cc2)C[C@@H](OCc2ccc(CO)cc2)O1
    -2	-3	0.1	7	-0.3	-1	-3	-4	i	-4
5	O=C(NCC(=O)N(CC1CCCO1)C1(C(=O)NC2CCCC2)CCCCC1)c1ccccc1 (centres undefined)
    0	0	-0.3	2	-0.8	1	-4	2	i	-5
6	CCOC(=O)C1CCCN(C(=O)c2cc(CN3C(=O)c4ccccc4C3=O)ccc2OC)C1 (centres undefined)
    3	0	-0.6	-9	-0.2	-2	-8	5	i	-6
7	Cc1cc(O)c2c(c1)C(=O)c1cc(O)cc(O)c1C2=O
    -54	-1	-0.3	-9	3.5	-8	-1	7	i	0
8	Cc1ccc(/C=C/C(=O)O)cc1S(=O)(=O)N1CCc2ccccc21
    13	-1	-0.4	-1	-0.1	1	0	-2	i	1
9	CC(NC(=O)c1cccs1)c1ccc(Cl)cc1 (centres undefined)
    4	6	-0.7	1	-0.4	0	1	-4	i	-10
10	COCCn1c(SCC(=O)NC(=O)NC2CCCCC2)nc2ccccc2c1=O
    -3	1	-0.2	0	0.0	0	-7	9	i	1
11	CCc1ccccc1N(CC(=O)Nc1cccc(N(C)S(C)(=O)=O)c1)S(C)(=O)=O
    6	0	-0.8	-3	-0.1	-1	-4	-1	i	-8
12	CCc1nnc(N2CCN(c3ncnc4c3oc3ccccc34)CC2)s1
    -1	2	-0.4	2	-0.5	1	3	1	i	-3
13	CCCCC(=O)Nc1ccc(C(=O)Nc2ccc(S(=O)(=O)Nc3nccc(C)n3)cc2)cc1
    0	0	0.4	6	0.6	2	-8	-4	i	3
14	COc1ccc(N2CC(C(=O)NCCc3c[nH]c4ccccc34)CC2=O)cc1 (centres undefined)
    8	2	-0.3	-4	-0.5	0	-1	-2	i	9
15	COCC(=O)Nc1cccc(Br)c1
    -18	-2	-0.3	-1	-0.8	-3	-2	0	i	-3

Record cards, as listed above. Values in the order: MLLE-PAM2 inh	STEP inh	Tb MetRS inh	SUMO1-SIM PPI	LMPTP block	DNMT1 block	Scp1 inh	CSN deneddyl inh	Rpn11 block	NadD block
Listed for Cc1cc(O)c2c(c1)C(=O)c1cc(O)cc(O)c1C2=O → -54	-1	-0.3	-9	3.5	-8	-1	7	i	0
Listed for COCCn1c(SCC(=O)NC(=O)NC2CCCCC2)nc2ccccc2c1=O → -3	1	-0.2	0	0.0	0	-7	9	i	1
Listed for Cc1ccc(C(=O)NC(C)CCc2ccccc2)cc1S(=O)(=O)N1CCOCC1 (centres undefined) → 2	4	-0.3	1	1.0	1	-5	1	i	-1

(listing goes on)
Every second line gives: MLLE-PAM2 inh	STEP inh	Tb MetRS inh	SUMO1-SIM PPI	LMPTP block	DNMT1 block	Scp1 inh	CSN deneddyl inh	Rpn11 block	NadD block
16	C=C1CCN([C@@H](C)C(=O)OCc2cccc(C)c2)S(=O)(=O)c2ccccc21
    4	0	0.5	4	1.3	-1	4	0	i	-9
17	COCCCNC(=O)c1c(N)n(/N=C/c2cccs2)c2nc3ccccc3nc12
    -2	3	-1.1	-4	2.8	-4	-2	8	i	-8
18	COc1cc(CCCN2CCNC[C@@H]2Cc2ccccc2)cc(OC)c1OC
    6	-3	0.5	11	-1.9	4	5	2	i	0
19	O=S(=O)(NCc1cc(-c2ccccc2)no1)c1ccccc1
    -11	-3	-0.6	-1	-0.5	-3	-9	1	i	-1
20	COc1ccc(CNC(=O)CSc2nnc(NC(=O)c3ccccc3F)s2)cc1
    2	-1	0.8	-18	-1.0	1	-10	4	i	-2
21	CC(C)NC(=O)C(c1ccc(F)cc1)N(C(=O)CCC(=O)Nc1ccccn1)c1ccccc1F (centres undefined)
    -1	-2	0.3	3	-1.1	-2	-5	4	i	-2
22	CCCCn1c(N)c(N(CC)C(=O)c2cc(OC)cc(OC)c2)c(=O)[nH]c1=O
    -33	-1	0.0	3	-1.7	2	-12	8	i	0
23	COc1ccc(CN(CC(=O)NCc2ccc(F)cc2)C(=O)CCC(=O)Nc2ccccn2)cc1
    -13	-1	-0.6	2	-0.6	2	4	5	i	-5
24	COc1ccc(S(=O)(=O)Nc2cccc(S(=O)(=O)N3CCCC3)c2)cc1OC
    8	1	-0.7	-6	-0.7	3	2	7	i	-4
25	O=C(/C=C/c1cccc(F)c1)Nc1cc(S(=O)(=O)N2CCOCC2)ccc1Cl
    -5	4	-0.2	-7	-0.1	-1	-3	1	i	-5
26	CCN1CCN(Cc2cccc(Oc3ccccc3)c2)CC1
    -1	3	0.3	5	-1.6	-1	-3	-6	i	-3
27	COC(=O)c1ccc(COC(=O)c2ccc(CS(=O)(=O)c3ccc(C)cc3)cc2)cc1
    -8	2	-0.9	1	0.4	17	-7	7	i	17
28	COc1ccc(C2Nc3ccccc3C(=O)N2c2ccc(C)cc2)cc1Cn1nnc2ccccc21 (centres undefined)
    -6	2	-0.8	-1	-0.7	-3	6	3	i	8
29	CCOc1cc(/C=C2\CCCC(C(=O)C(F)(F)F)=C2O)ccc1O
    -112	5	0.4	0	1.3	-5	-5	5	i	-2
30	COC(=O)c1ccccc1NC(=O)Nc1cnccn1
    8	-2	0.1	3	-0.5	3	-9	4	i	4
31	Cc1ccc([N+](=O)[O-])c(OCCN2CCc3ccccc3C2)c1
    -4	0	-1.3	-2	-0.5	-1	-2	5	i	-6
32	Cc1cc(C)c(C(=O)COC(=O)CCNS(=O)(=O)c2c(Cl)cccc2Cl)cc1C
    -4	3	-0.3	1	4.3	-4	-16	1	i	0
33	C/C(=N\NC(=O)CNC(=O)c1ccc(Br)cc1)c1ccco1
    -8	-2	-0.1	-1	0.1	5	19	2	i	-1
34	CCCn1nc2cc(C(=O)NCc3ccc(OC)cc3)ccc2c1OCC
    6	4	-0.1	-7	-0.6	3	-8	-4	i	-1
35	O=C(CCCc1ccccc1)NCCc1ccc(F)cc1
    -4	-1	-0.7	5	-0.9	0	-10	-4	i	-7
36	CC(C)(C)OC(=O)N1CCCC(C(=O)Nc2cccc(C(=O)N3CCCC3)c2)C1 (centres undefined)
    17	-1	-0.2	6	-0.7	5	-6	-1	i	-3
37	Cc1ccc(S(=O)(=O)N2CCN(C(=O)COC(=O)C3CCC3)CC2)cc1
    8	0	-0.6	-1	-1.9	-4	-7	1	i	-5
38	Cn1c(=O)[nH]c2nc[nH]c2c1=O
    -3	2	-0.9	2	-1.7	-5	-4	-5	i	-26
39	O=c1cc(CO)oc(CN2CCC(Cc3ccccc3)CC2)c1O
    12	-1	-1.1	-5	0.0	-3	-10	-4	i	-9
40	CC(NC(=O)c1nn(C)c2c1CS(=O)(=O)c1ccccc1-2)c1ccccc1 (centres undefined)
    -1	1	0.0	-1	-1.2	0	0	0	i	-5
41	O=C(COC(=O)c1ccccc1NC(=O)c1ccco1)NC1CC1
    -7	1	-0.7	11	-0.7	-1	-5	-3	i	0
42	NCC12CC3CC(C1)CC(c1ccc(Cl)cc1)(C3)C2
    -21	0	0.7	-1	-0.1	0	-5	12	i	-7
43	Nc1cc2c(cc1Br)-c1ccccc1C2=NO
    -11	-4	-0.7	-15	2.4	3	7	0	i	-2
44	CC(=O)c1c(C)[nH]c(C(=O)OCC(=O)NCc2ccccc2)c1C
    -65	-1	-0.3	5	-1.3	-2	x	0	i	3
45	C=CCn1c(O)c(N=NC(=S)Nc2ccccc2C)c2cc(S(=O)(=O)N3CCOCC3)ccc21
    27	1	0.6	-17	0.7	-19	-15	1	i	27
46	Cc1ccc(OCCn2cc(C(=S)N3CCCC3)c3ccccc32)cc1C
    20	0	-1.6	1	2.7	0	-3	-1	i	-1
47	CCc1ccc(NC(=O)Cn2nnc(C(=O)NCc3ccc(OC)cc3)c2N)cc1
    3	0	-0.3	0	6.8	18	-2	-1	i	5
48	CCN(CC)S(=O)(=O)c1cccc(C(=O)N2CCCCC2)c1
    9	-2	0.2	-3	-0.8	2	3	1	i	-1
49	Cc1nn(CC(=O)Nc2ccccn2)c(=O)c2ccccc12
    3	-2	-0.9	0	-1.9	4	3	-1	i	-3
50	CCCCOc1ccc(C(=O)NCCC(=O)NCCCC(=O)OCC)cc1
    2	-1	-1.0	0	-1.1	4	-4	-3	i	-5
51	CCN(CC)CCCn1c2c(c(SCC(=O)Nc3ccccc3Cl)nc1=O)CCC2
    10	2	-0.2	-3	0.2	0	2	3	i	-2
52	Cc1cccc(NC(=O)C2CCN(S(=O)(=O)c3ccc4c(c3)NC(=O)CO4)CC2)c1
    4	-3	-0.1	-1	0.9	-1	-10	-3	i	3
53	COc1ccccc1Cn1c(C)c(C(=O)NCc2ccc(C#N)cc2)sc1=O
    -7	0	0.0	0	1.5	-3	x	-1	i	0
54	CCNC(=S)NNC(=O)c1cc(CC(C)C)nc2ccccc12
    14	2	-0.3	-2	-1.1	2	-6	2	i	2
55	O=C(NCC1CCCO1)C(c1ccc(N2CCOCC2)cc1)N(C(=O)Cn1nnc2ccccc21)c1ccccc1F (centres undefined)
    13	-1	-0.8	1	-0.9	1	9	0	i	3
56	N=c1c2c(-c3ccccc3)c(-c3ccccc3)n(Cc3ccco3)c2ncn1CCCO
    7	2	-0.2	-5	1.1	1	5	3	i	-3
57	COCCn1nnnc1CN(Cc1cccnc1)Cc1cc2cc(OC)ccc2[nH]c1=O
    -3	1	-0.8	-16	-2.6	0	1	-1	i	6
58	COc1ccc(OC)c(C(=O)Cn2nnc(-c3ccc(N4CCOCC4)cc3)n2)c1
    -11	0	-0.3	-5	1.7	-7	-11	0	i	6
59	CCCC(=O)Nc1nnc(COC)s1
    -1	-1	0.3	-4	-1.4	3	3	3	i	-4
60	CNC(=S)N(Cc1cccs1)Cc1cc2ccc(OC)cc2[nH]c1=O
    -154	1	-0.8	0	-0.5	-14	-2	-8	i	-2

From PubChem BioAssay
